Screening results deposited in PubChem BioAssay by NMMLSC.
Bim-Bfl-1 = inhibitors of Bim binding to Bfl-1, primary screen, biochemical, multiplexed, bead-based flow cytometry | Bcl-2-related protein A1 (Homo sapiens), Q16548 | Bim-Bfl-1 binding inhibition | inhibition, % at 10 µM | hit rate 0.12% among 190,000;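 also: 0% = wells without compound plus tracer and 100% = blocker peptide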
Bcl-B Bim block = inhibitors of Bim-Bcl-B binding, primary screen, biochemical, multiplexed, human Bcl-2 family; inhibition, % at 10 µM; bead-based flow cytometry, Bim peptide-Bcl-B binding; Bcl-2-like protein 10 (Homo sapiens), Q9HD36; hit rate 0.073% among 190,000;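 also: 0% = tracer peptide without compound and 100% = reference inhibitor peptide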
Target sequence (Q9HD36 whole entry, looked up): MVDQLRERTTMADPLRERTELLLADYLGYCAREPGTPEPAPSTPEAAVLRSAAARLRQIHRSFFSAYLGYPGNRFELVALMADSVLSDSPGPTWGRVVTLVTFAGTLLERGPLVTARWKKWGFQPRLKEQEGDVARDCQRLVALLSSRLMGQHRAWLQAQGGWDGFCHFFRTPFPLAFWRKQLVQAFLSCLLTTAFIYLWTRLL
Rac1 wt modul = wildtype Rac1 GTP binding modulators, primary screen, biochemical, GST-Rac1 beads, flow cytometry, multiplex. fluorescent GTP binding; actives lie on both sides; 0 = cold GTP competed, 100 = untreated. GTP binding activity (% of control), % at 10 µM. hit rate 0.27% among 190,000;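 active = GTP binding activity at least 20 points away from the 100% control level, either lower or higher; inconclusive = compound flagged as likely green fluorescent, judged across all proteins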
Rab7 wt modul = modulators of GTP binding to Rab7, primary screen, biochemical, wildtype, multiplex bead flow cytometry. hit rate 0.055% among 190,000. GTP binding activity (percent of control), % at 10 µM. Rab7 GTPase wild type (dog), Bodipy-FL-GTP binding. GST-Rab7 beads, fluorescent GTP binding; actives lie on both sides; untreated = 100%, excess cold GTP = 0%;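 active = fluorescent GTP binding to Rab7 beads changed by at least 20 points from the 100% baseline, either direction, mostly lower; inconclusive = compound itself probably fluorescent, or too few beads counted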;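 also: median green fluorescence of bound Bodipy-FL-GTP per Rab7 bead population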
Cdc42 wt = modulators of GTP binding to wildtype Cdc42, primary screen, biochemical, multiplex bead flow cytometry, Bodipy-GTP | Cell division control protein 42 homolog (Homo sapiens), P60953 | GST-Cdc42 beads; actives lie on both sides | percent activity (GTP binding), % at 10 µM | hit rate 0.2% among 190,000;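 active = percent activity GTP binding at least 20 points away from the 100% baseline, either down as inhibitor or up as activator; inconclusive = compound flagged as likely green fluorescent from well-wide comparison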;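 also: median bead fluorescence of bound Bodipy-FL-GTP at 100 nM; 0% = excess unlabeled GTP control and 100% = no compound control; below 100% means less GTP binding so inhibitor and above means activator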
Target sequence (P60953 whole entry, looked up): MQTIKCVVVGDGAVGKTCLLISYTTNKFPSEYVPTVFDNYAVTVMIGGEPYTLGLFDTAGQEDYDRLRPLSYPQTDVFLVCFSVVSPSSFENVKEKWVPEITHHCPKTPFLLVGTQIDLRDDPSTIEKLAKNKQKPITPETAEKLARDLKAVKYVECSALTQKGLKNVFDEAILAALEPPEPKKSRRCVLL
Bcl-XL Bim block = inhibitors of Bim-Bcl-XL binding, primary screen, biochemical, multiplexed, bead flow cytometry, human Bcl-XL; Bcl-2-like protein 1 (Homo sapiens), Q07817; Bim peptide-Bcl-XL binding, fluorescence; inhibition, % at 10 µM; hit rate 0.04% among 190,000; AID 1007, 2008
Target sequence (Q07817 whole entry, looked up): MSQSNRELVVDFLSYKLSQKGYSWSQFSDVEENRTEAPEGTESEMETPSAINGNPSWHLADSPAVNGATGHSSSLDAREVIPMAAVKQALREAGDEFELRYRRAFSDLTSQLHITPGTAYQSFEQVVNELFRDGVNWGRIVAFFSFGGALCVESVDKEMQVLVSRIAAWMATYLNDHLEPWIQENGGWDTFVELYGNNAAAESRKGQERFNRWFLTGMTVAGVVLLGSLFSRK
Bcl-2 Bim block = inhibitors of Bim-Bcl-2 binding, primary screen, biochemical, multiplexed, human Bcl-2 family. inhibition, % at 10 µM. Bead-based flow cytometry, Bim peptide-Bcl-2 binding. hit rate 0.06% among 190,000. AID 950, 2007. Apoptosis regulator Bcl-2 (Homo sapiens), P10415; in the data active = inhibition above about 40%; inconclusive = no clear call, values can overlap the other calls;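 also: 0% = no compound wells with probe peptide and 100% = reference peptide inhibitor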
Target sequence (P10415 whole entry, looked up): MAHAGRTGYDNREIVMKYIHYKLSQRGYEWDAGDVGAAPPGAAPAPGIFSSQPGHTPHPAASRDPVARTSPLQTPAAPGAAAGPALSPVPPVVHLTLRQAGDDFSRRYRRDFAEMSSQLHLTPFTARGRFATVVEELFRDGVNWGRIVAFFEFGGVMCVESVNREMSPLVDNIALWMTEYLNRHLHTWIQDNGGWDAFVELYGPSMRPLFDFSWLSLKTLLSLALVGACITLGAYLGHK
Bcl-W Bim block = inhibitors of Bim binding to Bcl-W, primary screen, biochemical, multiplexed, bead-based flow cytometry; Bim peptide-Bcl-W binding; Bcl-2-like protein 2 (Homo sapiens), Q92843; hit rate 0.02% among 190,000; inhibition, % at 10 µM;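 also: 0% = bound tracer without compound and 100% = peptide blocker; higher means less fluorescent Bim peptide bound to Bcl-W beads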
Target sequence (Q92843 whole entry, looked up): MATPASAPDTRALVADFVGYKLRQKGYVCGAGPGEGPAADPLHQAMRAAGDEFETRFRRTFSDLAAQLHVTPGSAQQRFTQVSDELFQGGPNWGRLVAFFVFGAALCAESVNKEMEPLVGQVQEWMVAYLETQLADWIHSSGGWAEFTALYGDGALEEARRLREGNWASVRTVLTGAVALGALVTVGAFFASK
Rab2 wt GTP = modulators of GTP binding to Rab2A wildtype, primary screen, biochemical, dog, bead-based flow cytometry, multiplex; Ras-related protein Rab-2A (Canis lupus familiaris), P61105; GST-Rab2 wt beads, Bodipy-GTP binding; GTP binding activity, % at 10 µM; hit rate 0.19% among 190,000; AID 760, 2007;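 active = GTP binding activity at least 20 points away from 100%, either lowered or raised; inconclusive = signal likely due to the compound's own green fluorescence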;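 also: 0% = beads with excess unlabeled GTP and 100% = no-compound control corrected for plate trend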
HRas wt GTP bind = modulators of GTP binding to HRas wildtype, primary screen, biochemical, bead-based flow cytometry, multiplex. GTPase HRas (Homo sapiens), P01112. GST-Ras wt beads, Bodipy-FL-GTP binding; actives lie on both sides. GTP binding activity, % at 10 µM. hit rate 0.14% among 190,000;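 active = GTP binding activity at least 20% away from the 100% baseline, either lowered as inhibitor or raised as activator; inconclusive = flagged as likely green fluorescent, judged across all proteins in the well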;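 also: 0% = unlabeled GTP competition control and 100% = no-compound control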
Rac1 mut GTP = GTP binding modulators of activated mutant Rac1, primary screen, biochemical, bead-based flow cytometry, multiplex, fluorescent GTP; GST-Rac1 activated beads; actives lie on both sides; 100% means binding = to untreated wells; hit rate 0.11% among 190,000; percent activity (GTP binding), % at 10 µM; AID 764, 2007;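 active = GTP binding at least 20 percentage points away from the 100% baseline, in either direction, so actives lie on both sides; inconclusive = Compound likely fluorescent itself, or too few beads counted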
* hit, by the source's call; ? = inconclusive. Rule as the data show it, unless noted: active = inhibition above about 40%.

SMILES	Bim-Bfl-1	Bcl-B Bim block	Rac1 wt modul	Rab7 wt modul	Cdc42 wt	Bcl-XL Bim block	Bcl-2 Bim block	Bcl-W Bim block	Rab2 wt GTP	HRas wt GTP bind	Rac1 mut GTP
COc1ccc(N(CC(O)Cn2c3ccccc3c3ccccc32)S(=O)(=O)c2ccccc2)cc1 (stereo not given)	-5.0	-3.0	91.0	96.0	92.0	-11.0	-4.0	-2.0	92.0	94.0	90.0
CC(=O)c1c(C)nc2cc(Cl)ccc2c1N	0.0	-1.0	96.0	99.0	95.0	2.0	-1.0	0.0	94.0	97.0	96.0
Cc1cc(NC(=O)c2ccc3c(c2)C(=O)N(Cc2cccnc2)C3=O)no1	-7.0	-4.0	106.0	100.0	100.0	-7.0	-4.0	0.0	101.0	100.0	98.0
COc1cccc(Nc2ccc(Nc3cccc(OC)c3)nn2)c1	-4.0	-4.0	99.0	94.0	97.0	-7.0	-3.0	-6.0	97.0	97.0	99.0
O=C(CN1CCN(S(=O)(=O)c2ccc(F)cc2)CC1)c1ccc(O)c(O)c1	0.0	-2.0	99.0	98.0	98.0	-1.0	-4.0	-5.0	98.0	97.0	98.0
Cc1cc(C)cc(OCC(=O)O/N=C(\N)c2ccccn2)c1	-1.0	3.0	97.0	92.0	98.0	-5.0	-4.0	3.0	94.0	97.0	94.0
Cc1cc(C)cc(OCCCOc2cccc3cccnc23)c1	-11.0	-6.0	93.0	93.0	97.0	8.0	-8.0	0.0	92.0	94.0	91.0
CCCn1c(C)cc(C(=O)CN2C(=O)c3cccc(N)c3C2=O)c1C	-11.0	-7.0	108.0	101.0	106.0	-7.0	-13.0	-1.0	106.0	104.0	102.0
Cc1cc2cc(C)c3nnc(SCC(=O)Nc4ccc(S(=O)(=O)N5CCCCC5)cc4)n3c2cc1C	0.0	-2.0	100.0	98.0	98.0	-3.0	1.0	-4.0	97.0	100.0	98.0
COc1cccc(CNC(=S)NC2CCCC2)c1	3.0	8.0	99.0	98.0	95.0	7.0	-2.0	9.0	99.0	96.0	98.0
CS(=O)(=O)N(CC(=O)N/N=C/c1ccccn1)c1ccc(Oc2ccccc2)cc1	-5.0	-1.0	95.0	95.0	94.0	-4.0	-3.0	-3.0	96.0	96.0	93.0
COc1ccccc1NC(=O)CNC(=O)c1ccccc1C	-12.0	-10.0	108.0	102.0	103.0	-10.0	-11.0	-4.0	103.0	104.0	101.0
CNC(=O)c1c(NC(=O)c2ccc(N3C(=O)CCC3=O)cc2)sc2c1CCCC2	-7.0	-3.0	99.0	96.0	97.0	0.0	-4.0	0.0	98.0	97.0	97.0
CC1CCN(C(=O)c2cc(-c3ccc(Cl)c(Cl)c3)on2)CC1	-18.0	-6.0	102.0	97.0	99.0	-7.0	-12.0	-1.0	98.0	99.0	99.0
CCc1nc(SCC(=O)NCC2CCCO2)c2oc3ccccc3c2n1 (stereo not given)	-10.0	-3.0	99.0	95.0	103.0	2.0	-2.0	3.0	96.0	100.0	97.0
O=C(c1ccc2c(c1)N(Cc1ccccc1)C(=O)CS2)N1CCOCC1	-3.0	-2.0	102.0	100.0	100.0	-3.0	-4.0	-3.0	99.0	100.0	96.0
Cc1ccc(-n2c(C)nn(Cc3ccc([N+](=O)[O-])cc3)c2=O)cc1	-3.0	-2.0	99.0	103.0	94.0	-2.0	0.0	-4.0	98.0	101.0	95.0
O=S(=O)(NN=C1CCCCCCC1)c1ccc(Br)cc1	-2.0	-1.0	107.0	101.0	102.0	-1.0	-3.0	-1.0	98.0	102.0	98.0
CCOC(=O)c1c(C)[nH]c(C(=O)C(C)OC(=O)c2cccc(OCc3c(C)noc3C)c2)c1C (stereo not given)	-2.0	1.0	103.0	104.0	103.0	-1.0	-5.0	-2.0	102.0	104.0	101.0
CNCc1ccccc1Sc1ccc(O)c(O)c1	46.0*	1.0	110.0	99.0	101.0	6.0	17.0	21.0	96.0	100.0	101.0
Cc1[nH]c(=O)[nH]c(=O)c1/C=N/NC(=O)[C@H](C)NC(=O)OC(C)(C)C	-3.0	-2.0	99.0	102.0	98.0	-3.0	-1.0	-3.0	100.0	99.0	97.0
COc1cccc(OCCCN2CCCCC2)c1	-2.0	-2.0	109.0	105.0	106.0	0.0	-5.0	-3.0	105.0	108.0	101.0
CCNc1nc(NCC)n2c(SCC(=O)c3ccccc3F)nnc2n1	-3.0	-4.0	97.0	95.0	96.0	0.0	-2.0	0.0	97.0	98.0	93.0
CC(c1ccccc1)n1c(-c2ccncc2)n[nH]c1=S (stereo not given)	-8.0	-29.0	94.0	98.0	94.0	-4.0	-10.0	-3.0	96.0	99.0	93.0
CCn1c(SCC(=O)NNC(=O)Cc2ccccc2)nnc1-c1ccccc1	-14.0	-9.0	?	?	?	-8.0	-15.0	-1.0	?	?	?

Overlap with the part before: 2 entries; new compounds follow.
SMILES	Bim-Bfl-1	Bcl-B Bim block	Rac1 wt modul	Rab7 wt modul	Cdc42 wt	Bcl-XL Bim block	Bcl-2 Bim block	Bcl-W Bim block	Rab2 wt GTP	HRas wt GTP bind	Rac1 mut GTP
CC(c1ccccc1)n1c(-c2ccncc2)n[nH]c1=S (stereo not given)	-8.0	-29.0	94.0	98.0	94.0	-4.0	-10.0	-3.0	96.0	99.0	93.0
CCn1c(SCC(=O)NNC(=O)Cc2ccccc2)nnc1-c1ccccc1	-14.0	-9.0	?	?	?	-8.0	-15.0	-1.0	?	?	?
CC(C)c1[nH]nc2c1C(Cc1ccccc1)C(C#N)=C(N)O2 (stereo not given)	-11.0	-6.0	?	?	?	-2.0	-3.0	1.0	?	?	?
Cc1cc(C)n(-c2nnc(NC(C)(C)C)nn2)n1	0.0	-7.0	104.0	103.0	102.0	-2.0	1.0	-1.0	97.0	102.0	98.0
CC(C)(C)S(=O)(=O)c1c(C(=O)O)cccc1C(=O)O	-3.0	-2.0	101.0	92.0	100.0	-1.0	-3.0	-2.0	101.0	98.0	97.0
Cc1n[nH]c(C)c1CCN(C)Cc1cn(C)nc1-c1ccc2c(c1)OCCO2	-5.0	-2.0	101.0	107.0	98.0	-2.0	-4.0	2.0	99.0	100.0	95.0
CCO[C@@H]1OC(C(=O)Nc2ccccc2)=C[C@H](c2ccc3c(c2)OCO3)[C@H]1CCCO	-6.0	-6.0	98.0	95.0	97.0	-6.0	-4.0	-3.0	95.0	97.0	95.0
CCOC(=O)NNS(=O)(=O)c1cc(Br)ccc1Br	-1.0	-3.0	97.0	95.0	97.0	-3.0	-2.0	-1.0	95.0	98.0	98.0
Cc1cccc(C)c1NC(=O)CN(c1ccccn1)S(=O)(=O)c1ccccc1	-3.0	2.0	101.0	94.0	104.0	1.0	-1.0	0.0	98.0	98.0	97.0
COC(=O)[C@@]1(Cc2ccccc2)[C@H]2c3cc(C(=O)N4CCCC4)n(CCSCCO)c3C[C@H]2CN1C(=O)c1ccccc1	0.0	-7.0	108.0	104.0	99.0	-2.0	2.0	-1.0	102.0	103.0	99.0
CC1=C(C#N)C(NC(=O)C2CC2)(C(F)(F)F)C(=O)N1 (stereo not given)	-11.0	-9.0	104.0	103.0	107.0	-13.0	-7.0	-1.0	103.0	102.0	99.0
Cc1cc(/C=N\NC(=O)c2cccs2)c(C)n1-c1ccc2ncccc2c1	3.0	-1.0	97.0	100.0	95.0	2.0	0.0	0.0	99.0	98.0	96.0
O=C1Nc2ccccc2C(O)(C(=O)NCc2ccco2)N1c1ccc(Cl)cc1 (stereo not given)	1.0	0.0	102.0	102.0	104.0	-1.0	2.0	-2.0	102.0	102.0	101.0
CCc1nc(N2CCN(C(=O)c3ccccc3)CC2)c2c3c(sc2n1)CCCC3	-2.0	-5.0	98.0	91.0	95.0	-3.0	0.0	0.0	94.0	94.0	95.0
COc1cc2c(cc1OC)C1=C(C#N)COCN1CC2	4.0	-3.0	103.0	99.0	103.0	1.0	0.0	0.0	102.0	101.0	101.0
Cc1cc(C)nc(SCC(=O)Nc2ncc(Cc3cccc(Cl)c3)s2)n1	1.0	-3.0	106.0	105.0	102.0	-6.0	-1.0	-1.0	104.0	104.0	104.0
CCCCS(=O)CC(O)COCC (stereo not given)	-10.0	-5.0	106.0	102.0	102.0	-7.0	-10.0	0.0	102.0	101.0	100.0
CC(C)(C)c1ccc(S(=O)(=O)NCc2ccc(C(=O)NCc3ccccn3)cc2)cc1	-13.0	-5.0	103.0	97.0	101.0	-7.0	-11.0	-4.0	97.0	96.0	98.0
CC(C)(C)c1csc(NC(=O)Cn2cnc3ccccc3c2=O)n1	6.0	-28.0	104.0	99.0	103.0	-2.0	-12.0	-1.0	101.0	101.0	101.0
COc1ccc(OC)c(S(=O)(=O)N2CCC(C(=O)NCC3CCCO3)CC2)c1 (stereo not given)	-10.0	-4.0	99.0	98.0	99.0	2.0	-3.0	4.0	97.0	98.0	95.0
O=C(COc1ccccc1)Nc1ccc(CSc2ccccc2)cc1	-2.0	-2.0	108.0	104.0	108.0	-1.0	-3.0	0.0	103.0	105.0	102.0
Cc1ccc(N=C/C(C(=O)C(F)(F)F)=C(\O)c2cccs2)cc1	-1.0	-6.0	103.0	98.0	106.0	-2.0	0.0	-5.0	101.0	104.0	99.0
CCOC(=O)c1nc2nc(C)c(Cl)c(=O)n2[nH]1	-19.0	-9.0	103.0	97.0	101.0	-10.0	-13.0	-4.0	101.0	100.0	99.0
COc1cc(C=O)ccc1OCCOCCOc1ccccc1Cl	-11.0	-7.0	94.0	93.0	97.0	-5.0	-7.0	2.0	95.0	95.0	93.0
Cc1ccc(C)c(Nc2ncnc3nc[nH]c23)c1	-14.0	-10.0	107.0	98.0	109.0	-9.0	-9.0	-5.0	105.0	103.0	102.0
CCCCCn1c(N)c(-c2nc3ccccc3o2)c2c([N+](=O)[O-])nn(CC)c(=O)c21	1.0	-7.0	101.0	98.0	103.0	-4.0	3.0	-9.0	97.0	100.0	100.0
Cc1nc2ccc(C(=O)N3CCN(c4ccccn4)CC3)cc2s1	2.0	0.0	106.0	96.0	101.0	-1.0	0.0	3.0	100.0	102.0	100.0
Cc1ccc(OCCn2cc(/C(N)=N/O)c3ccccc32)cc1C	-3.0	-3.0	109.0	99.0	107.0	-3.0	-4.0	-3.0	106.0	105.0	101.0
O=C(CN1CCN(c2nc(-c3ccccc3)cs2)CC1)NNC(=O)c1ccc(Br)cc1	-8.0	-19.0	103.0	96.0	101.0	-13.0	-9.0	-2.0	98.0	99.0	94.0
